Compound activity as filed in PubChem.
mcGAS lum = inhibitors of mouse cGAS. AID 1259399. recombinant cGAS, Kinase-Glo ATP depletion luminescence. hit rate 0.15% among 160,000. inhibition, % at 12.5 µM;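 also: 0% = negative control wells and 100% = reference inhibitor with no enzyme activity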
NPYLR7 agonist = mosquito NPYLR7 agonism | HEK293T NPYLR7/Galpha15, GCaMP6s calcium fluorescence | activation, % at 10 µM | hit rate 0.15% among 270,000 | AID 1259423; in the data active = activation above about 40%;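 also: 0% = vehicle and 100% = reference agonist at the receptor; some compounds past the cut are filed as inactive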
hcGAS lum = blocks human cGAS activity; Q8N884; inhibition, % at 12.5 µM; hit rate 0.081% among 290,000; recombinant h-cGAS, ATP depletion, Kinase-Glo luminescence;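 also: 0% = vehicle reaction and 100% = reaction without DNA for no activity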
Target sequence (Q8N884 whole entry, looked up): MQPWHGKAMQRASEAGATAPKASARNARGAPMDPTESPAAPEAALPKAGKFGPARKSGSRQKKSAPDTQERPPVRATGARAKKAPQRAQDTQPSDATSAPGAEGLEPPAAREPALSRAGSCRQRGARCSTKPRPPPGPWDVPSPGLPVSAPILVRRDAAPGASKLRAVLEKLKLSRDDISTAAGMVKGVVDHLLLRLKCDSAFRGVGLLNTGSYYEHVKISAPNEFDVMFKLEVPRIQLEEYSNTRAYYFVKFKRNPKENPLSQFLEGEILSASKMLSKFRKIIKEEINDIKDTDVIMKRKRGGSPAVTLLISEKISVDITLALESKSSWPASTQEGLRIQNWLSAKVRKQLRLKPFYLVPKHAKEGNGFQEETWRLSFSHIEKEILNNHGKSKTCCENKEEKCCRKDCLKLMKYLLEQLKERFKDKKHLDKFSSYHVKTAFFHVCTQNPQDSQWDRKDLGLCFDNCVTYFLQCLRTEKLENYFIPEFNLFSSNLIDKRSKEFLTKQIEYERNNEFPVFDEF
* marks the source's active call; other numbers are inactive results; . = not tested or not shown; & = joins results of further samples. Rule as the data show it, unless noted: active = inhibition above about 40%; inactive = the rest. Random draw from the library; 0.29% or so of the library scored in one or more.

SMILES | mcGAS lum | NPYLR7 agonist | hcGAS lum
COC(=O)c1cc(OC)c(OC)cc1NC(=O)CCc1cccs1 | . | 2.1 | -4.5
CCCNC(=O)COc1coc(CN2CCN(Cc3ccccc3)CC2)cc1=O | -7.7 | 15.5 | -3.5
Cc1cnn(CCCN2CCOCS2(=O)=O)c1 | -4.0 | . | -8.2
O=C1CC(C(=O)N2CCCC2Cc2ccccc2)CN1c1cc(F)cc(F)c1 (configuration not stated) | . | 8.4 | -5.2
Cc1ccc(CN2CCC=C(CCNC(=O)c3ccco3)C2)cc1 | . | -0.7 | -2.8
CCOC(=O)C(F)(F)c1ccccc1F | . | 16.0 | -10.8
CCc1nc(SCC(=O)N2CCN(c3ccccc3)CC2)c2oc3ccccc3c2n1 | . | -7.6 | -5.3
CC(=O)Nc1ccc(S(=O)(=O)Oc2ccccc2CN(Cc2ccco2)C(=O)CC(C)C)cc1 | -10.4 | 15.1 | -6.9
CN1CCc2c(-c3cccs3)nc3sc4c(=O)[nH]c(=O)[nH]c4c3c2C1 | . | -5.4 | 10.3
Cc1cc(C)c(NC(=O)CSC2=C(C#N)C(c3ccc(F)cc3)CC(=O)N2)c(C)c1 (configuration not stated) | . | -0.9 | -7.4
CC(NC(=O)c1ccc(-c2cc(-c3cccc(C(F)(F)F)c3)n[nH]2)cc1)c1ccccc1 (configuration not stated) | -4.7 | 21.1 | -3.8
CCOC(=O)C1CCN(C(=O)c2nn(-c3ccc(OC)c(OC)c3)c(=O)n(Cc3cccc(OC)c3)c2=O)CC1 | -4.4 | -1.9 | 0.0
CN(C)CCCn1c2c(c(SCC(=O)Nc3ccc(C(F)(F)F)cc3)nc1=O)CCCC2 | -4.2 | -2.2 | -1.6
CCCCc1ccc(S(=O)(=O)N2CCC(Cc3ccc(OC)cc3)CC2)cc1 | 1.3 | -2.1 | -0.4
Cc1nc(C)c(CNCC(O)c2ccco2)s1 (configuration not stated) | . | -4.4 | -9.4
CCOc1nn(CC)cc1-c1nnc(SCC)n1C | -8.7 | 11.1 | -6.2
CC(=O)Nc1ccc(-n2c(CCC(=O)N3CCN(CCC#N)CC3)ccc2-c2ccc(F)cc2)cc1 | 2.7 | 5.6 | -3.5
Cc1cc(C)c2nc(N3CCN(C(=O)c4ccno4)CC3)sc2c1 | -8.4 | -6.8 | -3.7
Cc1cc(C)nc(-n2nc(C)cc2NC(=O)CN2CCCC(C)C2)n1 (configuration not stated) | -0.8 | -4.0 | -2.0
COC(=O)c1ccc(C(=O)N2CCc3cc(OC)c(OC)cc3C2c2cccc(C(F)(F)F)c2)cc1 (configuration not stated) | -1.4 | 18.0 | -6.6
NC(=O)c1cc2c(ccc3ccccc32)oc1=Nc1ccccc1 | -2.8 | 3.7 | -1.0
CCOc1ccc(C=NNC(=O)CCC2C(=O)NN=C2C)cc1 (configuration not stated) | . | 9.9 | -1.6
c1cnc(-c2noc([C@@H]3Cc4nc[nH]c4CN3CC3CCCCC3)n2)cn1 | -7.5 | -4.9 | -5.6
COc1ccc(CC2(CO)CCN(Cc3cn(C)c4ccccc34)CC2)cc1 | -15.3 | 11.1 | -3.8

Fetched one by one from the list above:
SMILES | mcGAS lum | NPYLR7 agonist | hcGAS lum
Cc1cc(C)nc(-n2nc(C)cc2NC(=O)CN2CCCC(C)C2)n1 (configuration not stated) | -0.8 | -4.0 | -2.0
Cc1cc(C)c2nc(N3CCN(C(=O)c4ccno4)CC3)sc2c1 | -8.4 | -6.8 | -3.7

Continuation:
SMILES | mcGAS lum | NPYLR7 agonist | hcGAS lum
Cc1cc(C)nc(NC(N)=NCc2ccccc2)n1 | . | -0.1 | 0.7
CCOc1ccccc1NC(=O)Cn1nc(-c2ccccc2)c2sc(N3CCOCC3)nc2c1=O | -9.3 | -3.9 | -2.9
Cc1ccc(C(=O)Nc2c(C)nc3c(C)cccn3c2=O)cc1 | . | 1.8 | -7.7
CCCCCCCCS(=O)(=O)N1CCC(C(=O)NC2CCCC[C@H]2NC(=O)c2ccccc2)CC1 (some centres not stated) | -7.4 | 28.6 | -5.6
CC(=O)N1CCn2nc(C(=O)N(C)Cc3cc(-c4cccs4)n[nH]3)cc2C1 | -8.0 | 4.3 | -3.3
CCN(CCOC)c1cc(C2CCNCC2)ncn1 | . | 0.9 | -5.2
Nc1nc(N2CCc3c([nH]c4ccccc34)C2)c2[nH]cnc2n1 | . | 7.5 | 0.9
CC(/C=C1\SC(=S)N(CC(=O)O)C1=O)=C\c1ccccc1 | 26.5 | -6.6 | -7.3
O=C(NCc1ccc2sccc2c1)C1CCC(=O)N(Cc2ccccn2)C1 (configuration not stated) | -9.9 | 2.5&10.3 | -8.0&-7.6
COc1ccc(OCc2cc(C(=O)N(C)CCc3cnn(C)c3)no2)c2ccccc12 | . | -8.2 | 3.5
CCc1ccccc1C(=O)NC1CC(=O)N(C2Cc3ccccc3C2)C1 (configuration not stated) | . | 8.9 | -4.0
O=C(c1cccnc1Sc1ccc(Cl)cc1)N1CCN(Cc2cc(=O)c(OCc3cccc(F)c3)co2)CC1 | -8.3 | 14.1 | -7.4
Cc1cc(Cn2cnc3c2C[C@@H](C(=O)O)N(C(=O)C(c2ccccc2)c2ccccc2)C3)ccc1N | -3.5 | 5.3 | -2.1
COc1ccc(NC(=O)C2CCCN2C(=O)Nc2cccc(N3CCOC3=O)c2)cc1 (configuration not stated) | . | -4.6 | -7.7
CSc1ccc(CN2C(=O)C(F)(F)Oc3c(C(C)=O)cccc32)cc1 | . | 3.8 | 2.3
CC(C)c1ccc(CN2CCN(C(=O)CSc3nccn3C)CC2)cc1 | . | 4.1 | 0.3
Cc1noc(-c2ccccc2OC(=O)c2ccccc2)n1 | -3.1 | -5.3 | -1.7
CC(C)c1nsc(NC2CCOC3(CCCC3)C2)n1 (configuration not stated) | -7.1 | 4.1&12.2 | -4.1&-7.3
COC(=O)C1C(Cc2ccccc2)N1C(=O)OC(C)(C)C (configuration not stated) | . | 0.9 | -3.4
COc1c(F)cccc1C(=O)N(C)Cc1cccc2ncccc12 | -6.0 | -3.4 | -0.9
N#CCSc1nc2ccccc2c2nc(CCc3c[nH]c4ccccc34)nn12 | . | 12.1 | 1.3
O=C(c1ccco1)N(Cc1c(-c2ccc(F)cc2)noc1N1CCOCC1)CC1CCCO1 (configuration not stated) | -5.3 | -0.4 | -5.9
Cc1ccc2c(-c3cc4c(n(CC5CC5)c3=O)CCN(C(=O)c3cncs3)C4)cccc2n1 | -5.8 | 17.6 | -20.0
O=C(c1csc(CSc2nnc(-c3ccccc3Cl)n2-c2cccc(Cl)c2)n1)N1CCN(c2ccccc2F)CC1 | -5.2 | 0.1 | -2.7
Cc1ccc(OC2CCN(Cc3ccncc3)CC2)c(C(=O)NC2CCOC2)c1 (configuration not stated) | . | 2.4 | -2.9
CCCCCCc1ccc(C(=O)N2CCCC2C(=O)Nc2nnc(-c3ccc(Br)cc3)s2)cc1 (configuration not stated) | -3.2 | 10.7 | -2.1
CCSc1nnc(SCC(=O)NC(=O)NC2CCCC2)s1 | -4.6 | -2.0 | -0.7
CC(C)=CC(=O)N(Cc1ccc(C)s1)C1CC1 | . | -4.5 | -4.2
CC(C)(C)c1cc(Oc2cccc(Cl)c2)nc(SCc2c(F)cccc2F)n1 | . | 1.2 | -2.7
Nc1nc(SCC(=O)N2CCC(c3ccccc3Cl)C2)n[nH]1 (configuration not stated) | -10.3 | 18.1 | -6.1
CCC(CC)(CNC(=O)N1CC2CCCCC2C1)S(C)(=O)=O (configuration not stated) | . | 1.6 | 7.5
CN1CCN(C(CNC(=O)NCc2cccs2)c2ccc3c(c2)CCN3C)CC1 (configuration not stated) | -7.6 | -6.7 | -5.6
COc1ccc(C2CCCN2C(=O)c2ccc3c(=O)n4c(nc3c2)CCC4)c(OC)c1 (configuration not stated) | . | -2.0 | 2.7
CC(C)(C)c1csc(N)n1 | . | 3.1 | -0.2
CC(C)CN1C(=O)NC(Cc2cccc(F)c2)(C2CCN(C(=O)c3cc(C4CC4)[nH]n3)CC2)C1=O (configuration not stated) | -12.3 | 16.2 | -6.9
COc1cccc(NC(=O)C2(C)CCN2Cc2ccc(NC(C)=O)cc2)c1 (configuration not stated) | . | 2.6 | -6.3

14 entries out of the list, arranged by SMILES length, smallest number first:
SMILES | mcGAS lum | NPYLR7 agonist | hcGAS lum
CC(C)(C)c1csc(N)n1 | . | 3.1 | -0.2
CC(C)=CC(=O)N(Cc1ccc(C)s1)C1CC1 | . | -4.5 | -4.2
CCSc1nnc(SCC(=O)NC(=O)NC2CCCC2)s1 | -4.6 | -2.0 | -0.7
COc1c(F)cccc1C(=O)N(C)Cc1cccc2ncccc12 | -6.0 | -3.4 | -0.9
Nc1nc(SCC(=O)N2CCC(c3ccccc3Cl)C2)n[nH]1 (configuration not stated) | -10.3 | 18.1 | -6.1
N#CCSc1nc2ccccc2c2nc(CCc3c[nH]c4ccccc34)nn12 | . | 12.1 | 1.3
COc1cccc(NC(=O)C2(C)CCN2Cc2ccc(NC(C)=O)cc2)c1 (configuration not stated) | . | 2.6 | -6.3
CN1CCN(C(CNC(=O)NCc2cccs2)c2ccc3c(c2)CCN3C)CC1 (configuration not stated) | -7.6 | -6.7 | -5.6
CC(C)(C)c1cc(Oc2cccc(Cl)c2)nc(SCc2c(F)cccc2F)n1 | . | 1.2 | -2.7
O=C(c1ccco1)N(Cc1c(-c2ccc(F)cc2)noc1N1CCOCC1)CC1CCCO1 (configuration not stated) | -5.3 | -0.4 | -5.9
CCCCCCc1ccc(C(=O)N2CCCC2C(=O)Nc2nnc(-c3ccc(Br)cc3)s2)cc1 (configuration not stated) | -3.2 | 10.7 | -2.1
Cc1ccc2c(-c3cc4c(n(CC5CC5)c3=O)CCN(C(=O)c3cncs3)C4)cccc2n1 | -5.8 | 17.6 | -20.0
CC(C)CN1C(=O)NC(Cc2cccc(F)c2)(C2CCN(C(=O)c3cc(C4CC4)[nH]n3)CC2)C1=O (configuration not stated) | -12.3 | 16.2 | -6.9
O=C(c1csc(CSc2nnc(-c3ccccc3Cl)n2-c2cccc(Cl)c2)n1)N1CCN(c2ccccc2F)CC1 | -5.2 | 0.1 | -2.7

(list continues)
SMILES | mcGAS lum | NPYLR7 agonist | hcGAS lum
CC(C)[C@@H](N)C(=O)N[C@@H]1C=C(C(=O)N[C@@H](CCS(C)(=O)=O)C(N)=O)C[C@@H](O)[C@@H]1O | -7.1 | -6.5 | -5.2
N#Cc1ccccc1S(=O)(=O)Nc1ccccc1N1CCCC1=O | . | 7.4 | -6.0
CCOC(=O)c1sc2nc(C(C)OC(=O)CCc3c(C)noc3C)[nH]c(=O)c2c1C (configuration not stated) | . | -0.3 | -8.2
O=C(CC(c1ccccc1)c1ccccc1F)NCCN1CCCCC1=O (configuration not stated) | . | 5.4 | -3.9
CCOc1ccccc1NC(=O)Nc1ccc(N2CCN(c3ccccc3OC)CC2)c(C(=O)N2CCCC2)c1 | -5.2 | . | -10.4
CC(C)(C)OC(=O)N1CCCC1CN1CCN(C2CCCC2)CC1 (configuration not stated) | . | 1.4 | -0.7
CNC(=O)CN1CCN(C(=O)c2cn(C)cc3c(=O)n(-c4ccccc4)nc2-3)CC1 | -6.4 | -2.0 | -8.8
CCCCN(CC(=O)N(Cc1cccn1Cc1ccccc1Cl)CC(C)C)C(=O)NCc1ccccc1 | -5.1 | 21.3 | -0.9
O=C(CN1CCc2sccc2C1c1cccc(F)c1)N1CCCN(S(=O)(=O)c2ccc(Br)cc2)CC1 (configuration not stated) | -5.0 | 5.7 | -3.7
Cc1cc(C=C(C#N)C(=O)O)c(C)n1CC1CCCO1 (configuration not stated) | . | 5.6 | -0.6
O=[N+]([O-])c1cc(S(=O)(=O)N2CCCCCC2)ccc1NCCc1cn2ccccc2n1 | . | -8.1 | -1.4
O=S(=O)(Cc1nc2ccccc2s1)CC(O)c1ccc(F)c(F)c1 (configuration not stated) | -15.9 | 1.9 | -14.2
O=C(Nc1cccc(-c2cccc(Cl)c2)c1)C1CCN(C(=O)c2cccnc2)CC1 | -1.9 | -4.0 | -6.6
COc1cccc(-c2cc(C(=O)NCCN3CCCC3)n3nc(C(C)(C)C)cc3n2)c1 | -5.2 | 19.0 | -1.7
Fc1ccc(F)c(C2=NNC(=Nc3ccccc3F)SC2)c1 | . | -16.1 | -6.9
COc1cc2c(cc1OC)C1CN(C(=O)c3c(F)c(F)cc(F)c3F)CC(=O)N1CC2 (configuration not stated) | -0.2 | -2.5 | -1.5
C=CCOC(=O)C1C(C)=Nc2nc(SCCCC)[nH]c(=O)c2C1c1cccs1 (configuration not stated) | . | -3.7 | -3.6
O=c1[nH]nc(C2CCN(c3ncnc4[nH]ccc34)CC2)n1Cc1ccccc1 | -8.0 | 4.7 | -3.1
CCc1cc(N(C)CCO)nc(N2CCCCC2)n1 | -0.8 | -7.8 | -0.4
COc1ccc(-n2nc(-c3ccccc3Cl)cc2C(=O)O)cc1 | . | 11.8 | -4.5
CC(C)CN1CCCC(CNC(=O)C2(N)CCCC2)C1 (configuration not stated) | -13.8 | 2.0 | -4.6
C=CCCC(O)(CCC=C)c1ccc(CN(Cc2ccsc2)CC2CCCO2)o1 (configuration not stated) | -4.9 | -10.6 | -3.0
